TTR transcr act – activators of transthyretin transcription; SH-SY5Y TTR promoter Gaussia luciferase, luminescence; 100% = recombinant luciferase protein wells; hit rate 1.3% among 92,000; AID 1117267; activation, % at 16.7 µM;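 active means activation above the mean of all tested compounds plus 3 SD, cut at about 9.5% in these data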;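 further: cells exposed to compounds for one day before reading; 0% = median of all test compound wells on the plate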
An asterisk follows results filed as active. These rows are one share of the data; rates above refer to the full screens.

TTR transcr act | SMILES
2.3 | Cc1cc(-c2ccccc2)n2nc(C)c(-c3ccccc3)c2n1
-0.9 | COC(=O)[C@]12C[C@H](CC(=O)N3CCSCC3)C(=O)N(CCc3ccc(OC)c(OC)c3)C1=C[C@H](COCc1ccccc1)O[C@@H]2C
7.0 | O=C(NCc1csc(-c2cccs2)n1)c1cccc(Cl)c1
1.7 | O=C1CCCN1C(=O)COc1cc(F)ccc1[N+](=O)[O-]
-2.4 | O=C(Nc1nnc(S(=O)(=O)N2CCCC2)s1)c1ccccc1Cl
3.7 | Clc1c(Cl)c(Cl)c2n[nH]nc2c1Cl
1.6 | CS(=O)(=O)N(CCc1ccccc1)CC(=O)Nc1ccccc1
-1.8 | COC(=O)[C@H](C(C)C)N(Cc1ccccc1)S(=O)(=O)CCN1CCCC1
-0.1 | COc1cc2cc(CCOC(=O)c3ccc(C(F)(F)F)cc3)oc(=O)c2cc1OC
-0.5 | O=C(CNC(=S)N(CCCN1CCOCC1)Cc1cccs1)N1CCOCC1
-1.2 | O=Cc1cc(-c2ccccc2)[nH]c1-c1ccccc1
1.9 | COc1cccc(NC(=O)CSc2nc3ccccc3c(=O)n2CCCC(=O)NCCCN2CCOCC2)c1
1.7 | Cc1cccc(C(=O)Oc2ccccc2C(=O)N2CCOCC2)c1
1.5 | CCCc1nnc(NC(=O)CCC(=O)O)s1
-0.5 | COC(=O)Cc1cc(=O)n2[nH]c(C)nc2n1
-0.5 | COc1ccccc1-c1cc(C(=O)NCc2ccco2)no1
-1.1 | O=S(=O)(c1ccccc1)N1c2cc(Cl)ccc2Oc2nc3ccccc3nc21
-1.8 | CCOc1ccc(CCNC(=O)c2cc(-c3ccccc3)c(N3CCOCC3)s2)cc1
0.3 | COc1ccc(C2N3CC4(C)CN2CC(C)(C3)C4O)cc1OC (stereo not drawn)
-0.2 | CSCCC(NC(=O)COc1ccccc1)C(=O)N1CC(C)CC(C)C1 (stereo not drawn)
1.6 | CC(C)C(=O)Nc1ccc(C(=O)NNC(=S)NC(=O)c2cccs2)cc1
-0.2 | CCC1(CC)SCCNC1=O
-2.1 | Oc1[nH]c2ccccc2c1N=Nc1ncnc2c1oc1ccccc12
4.0 | CCCn1c(=O)c2ccccc2n2c(SCc3cc(=O)oc4ccc5ccccc5c34)nnc12

Four entries from above, as labelled records:
> CSCCC(NC(=O)COc1ccccc1)C(=O)N1CC(C)CC(C)C1 (stereo not drawn)
  TTR transcr act: -0.2
> CC(C)C(=O)Nc1ccc(C(=O)NNC(=S)NC(=O)c2cccs2)cc1
  TTR transcr act: 1.6
> CCC1(CC)SCCNC1=O
  TTR transcr act: -0.2
> Oc1[nH]c2ccccc2c1N=Nc1ncnc2c1oc1ccccc12
  TTR transcr act: -2.1

Further entries follow.
TTR transcr act | SMILES
0.9 | CCCCn1nnnc1C(c1cc2ccccc2o1)N1CCN(CC(=O)NC(C)C)CC1 (stereo not drawn)
0.9 | COc1ccc(C(=O)N(C)[C@H]2C[C@H]3c4[nH]c5ccccc5c4CCN3C[C@H]2[C@H](C)O)cc1
0.5 | CSc1ncc(Cl)c(C(=O)Nc2cccc3ccccc23)n1
-1.4 | CC(=O)Nc1ccc2c(c1)C(=Nc1ccc(C)cc1)c1ccccc1-2
1.4 | CC1CCN(S(=O)(=O)c2ccc(C(=O)N3CCCC(C(F)(F)F)C3)cc2)CC1 (stereo not drawn)
4.3 | COc1ccc(C2(C)CC(C)(C)Nc3ccccc32)cc1 (stereo not drawn)
1.5 | COCCCNC(=O)c1ccc(C(=O)NCCCOC)cc1
-0.8 | CCSCc1nc(N)nc(NCCc2ccccc2)n1
2.3 | COc1ccc(C#Cc2c(-c3ccsc3)oc3ccc(-c4cc(OC)c(OC)c(OC)c4)cc23)cc1
-0.5 | Cn1c(N)c(C(=O)COC(=O)COc2ccc(Cl)cc2)c(=O)n(C)c1=O
0.9 | CCN(CC)c1nc(SCC(=O)O)nc(N(CC)CC)n1
1.6 | CC(C)CN1CCN(Cc2ccc(C#CC(C)(C)O)cc2)CC1CCO (stereo not drawn)
-0.5 | COc1ccccc1N1CCN(C(=O)c2oc3cc(C)cc(C)c3c2C)CC1
-1.0 | Cc1cc(C)n2cc(COc3ccccc3)nc2n1
-4.2 | COc1ccc(/C=N/NC(=O)c2ccc[nH]2)cc1
-1.7 | Cc1onc(-c2ccccc2)c1C(=O)O/N=C(\N)c1ccc([N+](=O)[O-])o1
-6.2 | CCn1c(SCC(=O)Nc2nc(-c3ccccc3)cs2)nnc1-c1ccccc1O
0.4 | CC(=O)Nc1ccc(NC(=O)C2CCN(c3c(Cc4ccccc4)c(C)nc4ncnn34)CC2)cc1
-0.4 | N#C/C(=C\c1ccc(Cl)cc1)C(=O)Nc1cccnc1
-2.0 | COc1ccccc1C(=O)n1nc(-c2ccccc2)nc1NCc1ccco1
0.7 | CCCC(C(=O)NC1CCCC1)N(Cc1cccs1)C(=O)c1snc(C(N)=O)c1N (stereo not drawn)
-1.9 | Fc1cccc(-c2c(-c3ccccc3)ncc3cc(F)ccc23)c1
0.1 | Cc1c(/C=C(\CC(=O)O)c2nc3ccccc3s2)cc(C#N)n1C
4.6 | CC=Cc1cc(OC)c2c(c1)C(C)C(c1ccc(O)c(OC)c1)O2 (stereo not drawn)
0.9 | COc1ccc(CCNC(=O)CCSCc2ccccc2F)cc1OC
-1.8 | COc1ccc(C)cc1NC(=O)CSc1nnc(CC(=O)Nc2ccccc2C)n1C
4.0 | CCOc1ccccc1NS(=O)(=O)c1csc(C(N)=O)c1
0.1 | CCN(CC)S(=O)(=O)c1cccc(NC(=O)CN2C(=O)c3ccc([N+](=O)[O-])cc3C2=O)c1
-2.0 | O=C(CCNS(=O)(=O)c1ccc(Br)cc1)NNC(=O)C1COc2ccccc2O1 (stereo not drawn)
-0.8 | CC(=O)N1c2ccccc2C(CBr)=CC1(C)C
0.4 | Cc1cccc(NC(=O)c2nc[nH]c2C(=O)Nc2ccccc2F)c1
2.7 | COc1ccc(NS(=O)(=O)c2cc(NC(=O)C3CCCO3)ccc2N2CCCC2)cc1 (stereo not drawn)
4.9 | COc1ccc(CCNC(=O)C2CCN(S(=O)(=O)c3c(C)noc3C)CC2)cc1OC
41* | COC(=O)c1cc(COC(=O)c2cccnc2SC)oc1C
0.7 | CCC(NC(=O)Nn1cnnc1)(C(F)(F)F)C(F)(F)F
0.2 | COc1ccc(Cn2nc(-c3ccccc3)c(N3CCCCC3)cc2=O)cc1
-1.2 | C[C@H](CO)N1C[C@H](C)[C@@H](CN(C)C(=O)Nc2ccccc2)Oc2c(NC(=O)Nc3ccc(C(F)(F)F)cc3)cccc2C1=O
1.0 | CCNC(=O)C1(C)CCN(Cc2cccc(C(F)(F)F)c2)C1 (stereo not drawn)
0.8 | CCn1c(Cc2ccccc2)nnc1SCC(=O)Nc1ccccc1F
-0.2 | S=c1[nH]nc(C2CC2c2ccc(Cl)cc2)n1-c1ccc(Cl)cc1 (stereo not drawn)
-2.6 | C/C(=C\COc1ccc2ccc(=O)oc2c1)CC[C@@H](O)C(C)(C)O
0.5 | COc1ccc2oc(=N)c(C(=O)Nc3cccc(C)c3C)cc2c1
-0.8 | COC(=O)CSc1ccc2nnc(-c3ccc(OC)c(OC)c3)n2n1
-12 | Cc1cccnc1Nc1nc(-c2ccccn2)cs1
-0.3 | O=S(=O)(c1ccc2c(c1)OCO2)N1CCN(c2nnnn2-c2ccccc2)CC1
-2.2 | O=c1nc2ccccc2c2n1CC(CN1CCN(C(c3ccccc3)c3ccccc3)CC1)N2 (stereo not drawn)
2.9 | CCN(C(=O)CSc1cc(C)c2ccc(OC)cc2n1)C1CCS(=O)(=O)C1 (stereo not drawn)
8.3 | CCN(C(=O)COC(=O)c1[nH]c(=O)[nH]c(=O)c1N)c1ccccc1
-0.8 | Cc1ccc(N2C(=O)C(CN3CCCC3)C2c2ccccc2)cc1 (stereo not drawn)
1.1 | CC(C)NC(=O)CCCc1c[nH]c2ccccc12
-1.6 | COC(=O)[C@@]12C[C@@H](CC(=O)NCC34CC5CC(CC(C5)C3)C4)C(=O)N(Cc3ccccc3)C1=CCC(C)(C)C2
-0.6 | O=C(COc1ccc(Cl)cc1Cl)c1ccc[nH]1
-1.1 | CN(C(=O)c1cccc(NC(=O)Cc2ccc(NC(=O)C3CCCN(C(=O)C4CCCC4)C3)cc2)c1)C1CC1 (stereo not drawn)
-1.7 | CCCCNc1ccc2c3c(cccc13)C(=O)N(CCCC)C2=O
-0.9 | CC(NS(=O)(=O)c1ccc2[nH]c(=O)c(=O)[nH]c2c1)C(=O)O (stereo not drawn)
-0.7 | Cc1cc2oc(=O)cc(CN3CCCC3)c2cc1C
0.4 | O=C(c1ccc(Cl)cc1)c1oc2ccccc2c1CS(=O)c1ccc(Cl)cc1 (stereo not drawn)
-1.1 | O=C(/C=C/c1cccc([N+](=O)[O-])c1)N1CCN(Cc2ccc3c(c2)OCO3)CC1
2.3 | CCN(CC)S(=O)(=O)c1ccc(N2CCCCC2)c(NC(=O)C2CCN(C(=O)c3ccc(F)cc3)CC2)c1
0.6 | COc1cc(C(=S)N2CCOCC2)cc(OC)c1OS(=O)(=O)c1ccc(C)cc1

Reformatted: four of the compounds above
Structure	TTR transcr act
CC(C)NC(=O)CCCc1c[nH]c2ccccc12	1.1
O=C(/C=C/c1cccc([N+](=O)[O-])c1)N1CCN(Cc2ccc3c(c2)OCO3)CC1	-1.1
COc1cc(C(=S)N2CCOCC2)cc(OC)c1OS(=O)(=O)c1ccc(C)cc1	0.6
O=C(c1ccc(Cl)cc1)c1oc2ccccc2c1CS(=O)c1ccc(Cl)cc1 (stereo not drawn)	0.4

The listing continues.
TTR transcr act | SMILES
-0.4 | CCN1CCN(C(=S)c2ccc([N+](=O)[O-])cc2)CC1
-1.1 | CC1(C)CC(NC(=O)CCc2nnc(CCCCc3ccccc3)o2)CCO1 (stereo not drawn)
-1.6 | O=C1CC(c2ccccc2)CN1C(=O)c1cccnc1 (stereo not drawn)
0.7 | COc1cc(S(=O)(=O)Nc2ccccn2)ccc1F
-0.6 | CCN(CC)c1c(-c2ccccc2)c2cc(C)ccc2[nH]c1=O
0.3 | Cc1[nH]c(=O)[nH]c(=O)c1/C=C/C(=O)OCC(C)C
-1.0 | CCOC(=O)CNC(=O)Cc1ccc(Cl)cc1
4.8 | Cc1ccc(SCC(=O)N(C)C2CCS(=O)(=O)C2)cc1 (stereo not drawn)
-3.1 | CCOC(=O)C1(Cc2ccc(Cl)cc2)CCN(C(=O)c2sc(C)nc2C)CC1
2.3 | COc1cc(C(=O)N2CCCCC2c2cc(C(=O)N3CCOCC3)no2)cc(OC)c1C (stereo not drawn)
0.6 | NNC(=O)c1ccccc1OCCOc1ccccc1
0.7 | Cn1cc(CN2C[C@H]3CC[C@H]2C3)c(-c2ccccc2F)n1

Arranged by the number under TTR transcr act (falling): five from the list above
canonical_smiles | TTR transcr act
COc1ccc(NS(=O)(=O)c2cc(NC(=O)C3CCCO3)ccc2N2CCCC2)cc1 (stereo not drawn) | 2.7
O=C1CCCN1C(=O)COc1cc(F)ccc1[N+](=O)[O-] | 1.7
COc1ccc(CCNC(=O)CCSCc2ccccc2F)cc1OC | 0.9
COC(=O)CSc1ccc2nnc(-c3ccc(OC)c(OC)c3)n2n1 | -0.8
O=c1nc2ccccc2c2n1CC(CN1CCN(C(c3ccccc3)c3ccccc3)CC1)N2 (stereo not drawn) | -2.2

(continued)
TTR transcr act | SMILES
0.1 | Cn1c(CNC(=O)CNS(=O)(=O)c2ccc(Cl)cc2)cc(=O)n(C)c1=O
0.9 | CCCn1c(NC(=O)C2COc3ccccc3O2)nc2ccccc21 (stereo not drawn)
4.8 | O=C(OCc1cn(Cc2ccc(Cl)cc2)nn1)N1CCCC1
-1.6 | O=C(N/C(=C\c1ccccc1Cl)C(=O)N1CCOCC1)c1ccc([N+](=O)[O-])cc1
-0.9 | Cn1cc(C(C[N+](=O)[O-])c2ccccc2)c2ccccc21 (stereo not drawn)
-1.8 | O=C1/C(=C\c2ccc3c(c2)OCO3)CCC/C1=C/c1ccc2c(c1)OCO2
-0.5 | Cc1c(N=C2C=CC(=O)c3ccccc32)c(=O)n(-c2ccccc2)n1C
-0.7 | C=CCNC(=S)NNC(=O)c1cc(Cl)ccc1OC
2.1 | COc1ccc(N(C(=O)c2snc(C(N)=O)c2N)C(CC(C)C)C(=O)NCC2CCCO2)cc1 (stereo not drawn)
-0.9 | O=C(C[C@H]1C/C=C/CC[C@@H](Cc2ccc(F)cc2)C(=O)OC[C@H](c2ccccc2)NC1=O)NCCO
1.1 | O=C(NCc1ccc2c(c1)OCO2)C1CCN(S(=O)(=O)c2cccs2)CC1
-1.8 | Cc1cc(C)n(C2CC(=O)N(c3cc(Cl)cc(Cl)c3)C2=O)n1 (stereo not drawn)
-2.3 | O=C(CCN1C(=O)c2ccccc2C1=O)C1=NN[C@@H]2C(=O)N(c3ccc4c(c3)OCCO4)C(=O)[C@H]12
-7.7 | COc1cccc(/C=N/Nc2nc(Nc3ccccc3)nc(-n3nc(C)cc3C)n2)c1O
3.6 | COc1cc(C(=O)OCCCN=C2NS(=O)(=O)c3ccccc32)cc(OC)c1OC
0.7 | O=C(CSc1cccc[n+]1[O-])c1ccc(-c2ccccc2)cc1
-1.3 | CCC(c1nnnn1-c1ccc2c(c1)OCCO2)N1CCN(c2ccccc2OC)CC1 (stereo not drawn)
-0.9 | O=C(Cc1ccccc1)NC1CCSc2ccccc21 (stereo not drawn)
0.5 | COc1ccc(C2(C(=O)N3CCOCC3)CCCC2)cc1
1.0 | COc1cccc(-n2c(=O)c3c(C)c(C(=O)N(C)C)sc3n(CC(=O)NCC3CCCO3)c2=O)c1 (stereo not drawn)
0.0 | COc1cccc(C(=O)C2CCCN(C(=O)CCC3=NNC(=O)CC3)C2)c1 (stereo not drawn)
-1.9 | C/C(=N/NC(=O)CNC(=O)Cc1ccccc1)c1ccc(Cl)cc1
1.2 | Cc1ccc(S(=O)(=O)N2CCC(C(=O)N/N=C/c3cccnc3)CC2)cc1
-0.3 | O=C1CC(Sc2ncccn2)C(=O)N1c1ccccc1 (stereo not drawn)
0.6 | Cc1ccc(NC(=O)CSCC(=O)Nc2cccc(S(=O)(=O)N3CCCCCC3)c2)cc1
1.8 | CCCCCCn1cnc2c(oc3nc4c(cc32)CCCC4)c1=O
1.3 | O=C(NC1CCCCC1)c1ccc(CS(=O)Cc2ccccc2Cl)o1 (stereo not drawn)
0.6 | Nc1ccccc1S(=O)(=O)C(F)F
